High-throughput results deposited in PubChem by National Center for Advancing Translational Sciences (NCATS).
Pf Dd2 inh – blocks in vitro growth of P. falciparum Dd2. Potency, µM (doses to about 28.9 µM), inactives show at the top dose activity, negative = inhibition, most hits filed as inhibitors. P. falciparum Dd2 growth, SYBR Green, 72 h. actives 4.3% (n = 120,000); active = well fitted inhibition curve with a large enough effect; inconclusive = small, poorly fitted or top-dose-only effect; inactive = no such curve, though single readings can be large or run the other way;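 also: plate controls were DMSO vehicle for no effect and reference drug for full effect; nearly all actives have a fitted effect of over 65% in size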
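Infected erythrocytes (Dd2, 0.3% parasitemia, 2.5% hematocrit final) are added to compound in RPMI-1640/Albumax II medium, grown 72 h at 37C in low oxygen, then lysed with saponin/Triton-X containing SYBR Green and read by fluorescence.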
The depositor's hits bear a star; i = inactive; ? = inconclusive; & = joins results of further samples; [ ] = another dose, or the depositor's remark. Potency is read from the fitted curve at half-maximal effect. An excerpt. The share of hits here may be higher or lower than overall.

SMILES | Pf Dd2 inh
Cc1cnc(C(=O)N2C[C@@H](Oc3cccnc3)C[C@H]2C(=O)N2CCCC2)cn1 | -6.8%
O=C(Nc1ccc(Cl)cc1Cl)c1cn2c(n1)CN(C(=O)OCc1ccccc1)CC2 | -8.4%
O=C1C(N2CCN(S(=O)(=O)Cc3ccccc3F)CC2)CCN1CCc1ccccc1 (stereo unspecified) | i
CN(C)S(=O)(=O)c1ccc(C(=O)NCCSc2c(-c3ccccc3)[nH]c3ccccc23)cc1 | ?
COc1cc(CNC(=O)c2cnc(SC)nc2-c2ccccc2)cc(OC)c1OC | 63.0%[activator]
CCSc1nc(-c2cccc(Cl)c2)nc2c1Cc1c(CO)cnc(C)c1O2 | ?
COc1ccccc1Nc1c2c(nc3ccc(NC(=O)c4ccccc4F)cc13)CCCC2 | 3.55µM*
Cc1nn(C(=O)CCCC(=O)N2CCC(Cc3nncn3CC3CC3)CC2)c2ccccc12 | ?
CCOC(=O)c1cc(-c2ccccc2)n(CCCC(=O)Nc2ccc(CC)cc2)c1C | ?
Cc1ccc(NC(=O)N2CCC(CCNC(=O)c3n[nH]c4ccccc34)CC2)cc1F | 3.98µM*
COc1ccc(CCNc2ncnc3onc(-c4ccc(Cl)cc4)c23)c(OC)c1 | ?
COc1ccc2nc3n(c2c1)[C@@H](CNC(=O)c1cnccn1)COC3 | 5.7%[44.1 µM]
CC(C)c1noc([C@H]2C[C@@H]3NCCCCCCNC(=O)[C@@H]3C2)n1 | i
Cc1ccc(C)n1-c1nnc(N2CCCC(C(=O)NCc3cccc(Br)c3)C2)s1 (stereo unspecified) | i
O=C(Nc1ccc(Cl)cc1Cl)c1cnn2c1CN(C(=O)c1ccccc1F)CC2 | -1.3%
O=C(NCCc1ccc(F)cc1)C(=O)NCC(c1cccs1)S(=O)(=O)c1cccs1 (stereo unspecified) | -9.1%
CSc1ncc(Cl)c(C(=O)NCc2ccc(C)cc2)n1 | 29.8%
Clc1ccc(-c2cnc([C@@H]3COCCN3Cc3ccccc3)[nH]2)s1 | i
Cc1cccc(N2CCN(C(=O)c3cc(S(=O)(=O)N4CCC(C)CC4)cn3C)CC2)c1C | ?
Cc1cccc2[nH]c(C3CCN(C(=O)C4NCCc5[nH]cnc54)CC3)nc12 (stereo unspecified) | -13.7%
CC(C)c1noc([C@@H]2C[C@H]3C(=O)NCCCCCCN(C(=O)COc4ccc(F)cc4)[C@H]3C2)n1 | -5.9%
CCCN(CCC)C(=O)Cn1c(=O)n(Cc2ccc(C(=O)NCCc3ccc(Cl)cc3)cc2)c(=O)c2ccccc21 | -3.7%
CSCCC(NS(=O)(=O)c1ccc2c(c1)oc(=O)n2C)C(=O)N1CCN(c2cc(Cl)ccc2C)CC1 (stereo unspecified) | ?
CC(=O)N1CCC(N2C[C@@H](F)[C@@H](OCc3nc4ccccc4[nH]3)C2)CC1 | 2.2%[44.1 µM]
CN(C)C[C@@H]1CN(S(C)(=O)=O)C[C@H]1NC(=O)NC1CCCCC1 | i
Cc1ccsc1CN1CCCN(S(=O)(=O)c2ccccc2)CCC(=O)NCC1 | ?
Cc1ccc(OCC(=O)NCC(c2ccc(Cl)cc2)N2CCCCC2)cc1 (stereo unspecified) | ?
O=C(NCc1cccs1)c1ccc2c(=O)n3nc(Nc4ccccc4)sc3nc2c1 | ?
COCCNC(=O)CCc1c(C)nn(-c2ccc(F)cc2)c1Oc1ccccc1C | -8.2%
Cc1nnc(SCc2ccccc2Cl)c2cc3occc3n12 | -29.9%

Some of the entries so far, as a markdown table:
| smiles | Pf Dd2 inh |
| --- | --- |
| Cc1ccc(C)n1-c1nnc(N2CCCC(C(=O)NCc3cccc(Br)c3)C2)s1 (stereo unspecified) | i |
| O=C(Nc1ccc(Cl)cc1Cl)c1cnn2c1CN(C(=O)c1ccccc1F)CC2 | -1.3% |

(list continues)
SMILES | Pf Dd2 inh
CN(C)c1ccc(C(CNS(=O)(=O)c2ccc(F)cc2)N2CCOCC2)cc1 (stereo unspecified) | 49.6%[activator][5.79 µM]
COc1ccccc1Nc1nn2c(=O)c3ccc(C(=O)NC4CCCCC4)cc3nc2s1 | ?
O=[S+]1([O-])NC2(CCCN(Cc3ccc(C(F)(F)F)cc3)C2)COc2ccccc21 (stereo unspecified) | 0.4%
COc1ccc(OCc2nc3c4c(-c5ccc(OC)cc5)c(-c5ccc(OC)cc5)oc4ncn3n2)cc1 | 27.1%
O=C(O)c1ccc(-c2nc3ncccc3[nH]2)cc1 | -7.2%&11.8%[44.1 µM]
Cn1nccc1C(=O)N1CCCCCCNC(=O)[C@@H]2CCC[C@@H]21 | 20.0%
COc1ccc(CCn2c3c(c(=O)[nH]c2=O)C(NC(=O)c2ccccc2OC)(C(F)(F)F)C(=O)N3)cc1OC (stereo unspecified) | 9.2%
COc1ccc(C(=O)N2C[C@@H](C(N)=O)[C@H](c3n[nH]c(C)n3)C2)c(OC)n1 | ?
COc1ccccc1-c1nc2c3c(-c4ccccc4)c(-c4ccccc4)oc3ncn2n1 | 5.7%
O=C(Cc1ccc(N(Cc2ccccc2)C(=O)c2ccco2)cc1)NCCc1ccccc1 | ?
Cc1nn(C(C)C)c(C)c1CN1CC[C@@H](c2ccc3c(c2)OCO3)[C@H](O)C1 | -25.7%
COc1ccccc1CN(C)C1CCCc2ccccc21 (stereo unspecified) | ?
CC(C)NC(=O)N1CCN(C(=O)c2cccs2)[C@@H](C(=O)N[C@H](Cc2c[nH]c3ccccc23)C(N)=O)C1 | i
COCCC(=O)N1CCC(N2CCCC(C(=O)NCc3ccccn3)C2)CC1 (stereo unspecified) | -4.0%
CC1=C[C@@H](CNC(=O)CC2(CC(=O)O)CCCC2)[C@H](C(C)C)C[C@H]1Cc1nc2ccncc2[nH]1 | i
CCOc1ccc2oc(=O)cc(CN3CCN(c4ccc(Cl)cc4)CC3)c2c1 | ?
Cc1ccc(CCNC(=O)c2cc3cc4cc(C)ccc4nc3s2)cc1 | i
Cc1cnn(CC(=O)N2C[C@@H](COCC3CC3)[C@H](c3ccncc3)C2)c1 | 40.8%[activator]
N#Cc1ccccc1N1CCN(C(=O)CCc2ccc(F)c(F)c2)CC1=O | 1.0%
CCCCSCCCNC(=O)c1cn(C)c2ccc(S(=O)(=O)N3CCCCC3)cc2c1=O | 78.3%[activator]
Cc1cc2ccccc2n1-c1ccc(C(=O)N2CCC(C(=O)NCc3ccc(F)cc3)CC2)s1 | ?
O=C(c1n[nH]c2ccccc12)N1CCC(Cc2nc(-c3ccccc3)n[nH]2)CC1 | ?
O=C(NC1CCN(c2cc(-c3ccccc3)[nH]n2)CC1)c1ccoc1 | -20.0%
Cc1ccc(S(=O)(=O)C(CNC(=O)COc2ccccc2)c2ccco2)cc1 (stereo unspecified) | 22.8%
COc1cccc(CN(C)C2CCc3nn(C)c(=O)n3CC2)n1 (stereo unspecified) | 24.8%
CCNC(=O)N[C@H]1CC[C@]2(C)CC[C@@H](C(C)C(=O)NC3CCCCC3)[C@H](O)[C@H]2[C@@H]1C (stereo partly specified) | 5.2%[44.1 µM]
COc1ccc(C(=O)N2CCC3(CC2)COc2ccccc2C(=O)N3)cc1 | 2.24µM*
O=C(c1n[nH]c2ccccc12)N1CCc2nn(Cc3ccccc3)c(=O)n2CC1 | ?
CCN1c2cc(C(=O)Nc3ccc(OC)cc3OC)ccc2C(=O)N2CCCC21 (stereo unspecified) | -10.8%
COCCN1C(=O)c2cccn2CC1CNS(=O)(=O)c1ccc2c(c1)C(C)(C)C(=O)N2 (stereo unspecified) | -0.4%
COCCNC(=O)[C@@H]1C[C@H](Oc2ccccc2)CN1C(=O)CC1CCCCC1 | 4.8%
Cn1cnc(S(=O)(=O)N2CCC(Cc3nncn3CC3CC3)CC2)c1 | 0.5%
Cc1noc(C)c1Cc1ccc(C(=O)N2CCC(C)(c3noc(-c4cccnc4)n3)CC2)o1 | ?
Cc1cccc(CCNc2ncnc3onc(-c4ccc(Cl)cc4)c23)c1 | ?
CCc1ccccc1OCCN(C)Cc1ncc[nH]1 | ?
Cn1nnnc1C1CCCN(C(=O)Cc2ccccc2)C1 (stereo unspecified) | -18.6%
C[S+](=O)([O-])c1ccc(CC(=O)N2CC(CNC(=O)C3CC3)C3(C2)CN(c2ccccc2)C3)cc1 (stereo unspecified) | 18.0%
COc1cc(Cl)c(C)cc1NC(=O)Cn1cccc1-c1nc(-c2ccc3c(c2)OCO3)no1 | 8.8%
Cc1ccc(NC(=O)c2cc(S(=O)(=O)N3CCc4ccccc43)cn2C)c(Cl)c1 | 9.8%
CN1C(=O)CC(=O)N(C)c2cc(S(=O)(=O)N(C)Cc3ccccc3)ccc21 | 114.4%[activator]
Cc1ncoc1C(=O)N1CCC(N2CC(OCC3CC3)C23CCOCC3)CC1 (stereo unspecified) | -7.0%
COc1ccc(OC)c(S(=O)(=O)NCC(c2cccs2)S(=O)(=O)c2ccc(F)cc2)c1 (stereo unspecified) | i
CCOC(=O)C1=CN(CC(=O)Nc2ccc(C)cc2C)S(=O)(=O)N=C1C | ?
CNC(=O)[C@H]1C[C@H](Oc2cccnc2)CN1C(=O)Cc1cccc(C)c1 | -8.3%
OCc1cc(CC2(NCc3cc4ccccc4o3)COC2)no1 | 13.4%[44.1 µM]
CCNC(=O)O[C@@H]1CO[C@H]2[C@@H]1OC[C@@H]2NC(=O)c1ccccn1 | 8.8%[44.1 µM]
CC(C)SCC(=O)N1CCCn2nc(C(=O)Nc3ccccc3)cc2C1 | 8.0%
CCn1ccc(C(=O)NCC2CCCCC(=O)N2)n1 (stereo unspecified) | -7.5%
Cc1ccc(S(=O)(=O)Nc2nc3n(n2)C(c2ccc(F)cc2)C=C(c2ccccc2)N3)cc1 (stereo unspecified) | -29.7%
CCOc1ccccc1NC(=O)Cn1c2ncccc2c(=O)n1-c1ccc(C)c(C)c1 | ?

Next results follow.
SMILES | Pf Dd2 inh
CCN(CC)C1(Cc2cc(COc3ccccc3)on2)COC1 | -6.2%[44.1 µM]
COc1ccc(-c2c(C)c3ccc(O)c(CN4CCCCC4)c3oc2=O)cc1OC | ?
Cc1ccc(N2CCC(NC(=O)c3cc(F)cc(F)c3)C2=O)cc1 (stereo unspecified) | -15.1%
Cc1ccc(N2CCN(C(=O)c3ccc4c(c3)N(C)C3CCCCN3C4=O)CC2)cc1 (stereo unspecified) | 3.3%
CSc1ccc(CCNC(=O)Cn2nc(C)n3c(cc4sccc43)c2=O)cc1 | -2.7%
CC(=O)Nc1ccc(NC(=O)CN(C)S(=O)(=O)c2ccc3c(c2)CCCC(=O)N3)cc1 | 20.5%
COCCN1C(=O)[C@@H]2C[C@@H](CN2C(=O)C2CC2)Oc2ccccc21 | 32.3%[activator][44.1 µM]
COc1ccccc1NC(=O)CC(C)n1nc(C)cc1C (stereo unspecified) | -10.9%
O=C(Nc1cccc(F)c1)c1cccc2c1C(=O)N(C1CCCCC1)C2 | 48.5%[activator]
Cc1ccc(S(=O)(=O)c2nnn3c2nc(NCc2ccc(F)cc2)c2sccc23)cc1 | i
Cc1ccc(NC(=O)C2CCCN(c3ncnc4c3nc3n4CCCCC3)C2)cc1F (stereo unspecified) | 22.6%
CN1CCN(C(CNC(=O)C(=O)Nc2ccccc2)c2ccc3c(c2)OCO3)CC1 (stereo unspecified) | ?
OCC1CN(c2ccncn2)CC12CCN(Cc1ccncc1F)CC2 (stereo unspecified) | i
CC(=O)Nc1ccc(C2Sc3ccccc3NC3=C2C(=O)c2ccccc23)cc1 (stereo unspecified) | ?
COCC(=O)NC[C@H]1CCN(C2CCSCC2)C[C@H]1N(C)C | i
CCn1c(CC2CCNCC2)nn(Cc2csc(-c3ccccc3)n2)c1=O | -24.1%
Cc1ncc2c(c1CNC(=O)c1ccccc1OC(F)F)CCNC2 | -5.8%
CCn1nccc1C(=O)N1CC(Oc2ccccc2-c2nc(CCOC)no2)C1 | 4.47µM*
O=C(Cn1cc(SCc2ccc(Br)cc2)c2ccccc21)N1CCCCC1 | i
C=CCO[C@@H]1C[C@H]2C(=O)Nc3ccc(-c4ccccc4)cc3C(=O)N2C1 | -24.2%[44.1 µM]
O=C(CSc1ncc(S(=O)(=O)c2ccc(Cl)cc2)c(=O)[nH]1)Nc1cccc(C(F)(F)F)c1 | 18.7%
Cc1ccc(S(=O)(=O)N[C@H]2C[C@@H](c3nc(-c4ccc5c(c4)OCO5)no3)N(C)C2)cc1 | i
CN(C)C[C@@H]1CN(S(C)(=O)=O)C[C@H]1NC(=O)c1ccsc1 | 26.7%
CCOc1ccc(CC(=O)N2CCN(c3cc(-c4ccccc4)[nH]n3)CC2)cc1 | ?
Cc1ccc(C(=O)Nc2ccc3ncnc(N4CCCCC4)c3c2)s1 | -18.8%

Among those listed so far, these contain two or more sulfur atoms.
SMILES | Pf Dd2 inh
CN(C)S(=O)(=O)c1ccc(C(=O)NCCSc2c(-c3ccccc3)[nH]c3ccccc23)cc1 | ?
O=C(NCCc1ccc(F)cc1)C(=O)NCC(c1cccs1)S(=O)(=O)c1cccs1 (stereo unspecified) | -9.1%
CSCCC(NS(=O)(=O)c1ccc2c(c1)oc(=O)n2C)C(=O)N1CCN(c2cc(Cl)ccc2C)CC1 (stereo unspecified) | ?
Cc1ccsc1CN1CCCN(S(=O)(=O)c2ccccc2)CCC(=O)NCC1 | ?
O=C(NCc1cccs1)c1ccc2c(=O)n3nc(Nc4ccccc4)sc3nc2c1 | ?
CCCCSCCCNC(=O)c1cn(C)c2ccc(S(=O)(=O)N3CCCCC3)cc2c1=O | 78.3%[activator]
COc1ccc(OC)c(S(=O)(=O)NCC(c2cccs2)S(=O)(=O)c2ccc(F)cc2)c1 (stereo unspecified) | i
CSc1ccc(CCNC(=O)Cn2nc(C)n3c(cc4sccc43)c2=O)cc1 | -2.7%
Cc1ccc(S(=O)(=O)c2nnn3c2nc(NCc2ccc(F)cc2)c2sccc23)cc1 | i
O=C(CSc1ncc(S(=O)(=O)c2ccc(Cl)cc2)c(=O)[nH]1)Nc1cccc(C(F)(F)F)c1 | 18.7%
CN(C)C[C@@H]1CN(S(C)(=O)=O)C[C@H]1NC(=O)c1ccsc1 | 26.7%
